uPA surface inh – qHTS for Inhibitors of Cell Surface uPA Generation; 0.31% of 330,000 active; cell surface uPA generation assay, qHTS; Potency, µM (series often up to 38.3 µM), for inactives: top-dose activity change, negative = inhibition, hits mostly inhibitors; active = well fitted inhibition curve with a large enough effect; inconclusive = small, poorly fitted or top-dose-only effect; inactive = no such curve, though single readings can be large or run the other way; tested in mouse RAW 264.7 cells; note: potency is the fitted concentration of half-maximal effect; nearly all actives have a fitted effect of over 55% in size
BCR signal inh – qHTS Assay to Find Inhibitors of Chronic Active B-Cell Receptor Signaling; ABC-DLBCL IkBa-CBG/CBR reporter, luminescence ratio, 4 h; Potency, µM (doses to about 46.1 µM), for inactives: top-dose ratio change, negative = lower green/red ratio, hits mostly inhibitors; 0.05% of 340,000 active; active = well fitted inhibition curve with a large enough effect in the signal ratio, with a control signal flat, not every such curve was filed as active; inconclusive = small, poorly fitted or top-dose-only effect, or effect the other way, or a change in a side signal; the % refers to the signal ratio;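 note: potency is the fitted concentration of half-maximal effect; plate controls were basal doxycycline-induced cells for no effect and cells given 10 µM MG132 for full effect; MG132 reads +100%, hits lower the ratio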
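Concentration-response series (up to 46 uM) were applied to TMD8 dual-reporter cells for 4 h at 37C with doxycycline. Green/red ratio, after filter-overlap correction, defined %Activity; red signal alone was normalised to basal cells and zero luminescence.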
Giardia killer – Small Molecules that selectively kill Giardia lamblia: qHTS | activity change, % at 7.66 µM, hits read low | Giardia lamblia trophozoite viability | 0.15% of 340,000 active; in the data active = activity change below about -80%; inconclusive = between about -30% and that limit;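 note: parasites exposed to compound for two days anaerobically before the ATP read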
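Anaerobic 48 hrs incubation at 37 deg C of 100 trophozoites/well with test compounds; ATPLite 1-Step luminescence, 15-30 min RT, reports cellular ATP as viability.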
FBPA coupling cs – qHTS Assay for Inhibitors of Fructose-1,6-bisphosphate Aldolase from Giardia Lamblia: Coupling assay counterscreen; AID 2472, 2010; 0.67% of 290,000 active; activity change, negative = inhibition, % at 58.2 µM, hits read low; coupling enzyme system counterscreen, AmpLite Red fluorescence; in the data active = activity change below about -30%
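Counterscreen of the coupled detection system alone, without aldolase: glyceraldehyde-3-phosphate coupling enzymes plus AmpLite Red readout. Compounds at 57.5 uM final, 10 min RT preincubation, 20 min RT reaction, fluorescence 525/598 nm.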
KCNH2 3.1 inh – qHTS for Inhibitors of KCHN2 3.1: Mutant qHTS; 0.95% of 340,000 active; U2OS KCNH2 3.1, thallium flux FluxOr; hits give low values; activity change, % (tested at about 1.8 µM);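 active = maximum activity change below -70%; inconclusive = maximum activity change from -70% to -50%; inactive = maximum activity change above -50%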;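 note: thallium influx rate constant from kinetic fluorescence after stimulation buffer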
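FluxOr-based Tl+ influx in U2OS cells transduced with KCNH2 3.1 virus; rate constants normalized to DMSO controls.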
PKM2 activator – qHTS Assay for Activators of Human Muscle isoform 2 Pyruvate Kinase. Pyruvate kinase PKM (Homo sapiens), P14618. purified PKM2, Kinase-Glo ATP luminescence, activation; response scale: 0% is enzyme alone, no compound. Potency, µM (series often up to 57.5 µM), inactives show at the highest dose activation, hits mostly activators. 0.34% of 260,000 active. AID 1631, 2009; note: potency is the fitted concentration of half-maximal effect; nearly all actives have a fitted effect of over 55% in size
Target sequence (P14618 whole entry, looked up, canonical isoform): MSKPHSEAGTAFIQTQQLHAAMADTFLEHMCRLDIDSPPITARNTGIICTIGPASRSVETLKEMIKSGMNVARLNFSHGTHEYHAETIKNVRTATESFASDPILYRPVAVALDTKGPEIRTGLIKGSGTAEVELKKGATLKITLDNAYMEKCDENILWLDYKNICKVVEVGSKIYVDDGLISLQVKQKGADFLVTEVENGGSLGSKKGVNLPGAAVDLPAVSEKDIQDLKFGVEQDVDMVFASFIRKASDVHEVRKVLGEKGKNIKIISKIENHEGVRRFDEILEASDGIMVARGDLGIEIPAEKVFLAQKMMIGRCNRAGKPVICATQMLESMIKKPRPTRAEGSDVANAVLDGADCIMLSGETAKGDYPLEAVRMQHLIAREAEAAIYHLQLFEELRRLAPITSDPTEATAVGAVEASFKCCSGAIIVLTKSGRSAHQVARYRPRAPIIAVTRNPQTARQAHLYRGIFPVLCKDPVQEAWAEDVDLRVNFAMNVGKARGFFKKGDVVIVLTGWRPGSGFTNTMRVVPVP
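Purified hPK-M2 (>95%) run at intermediate activity with 0.1 mM ADP and 0.5 mM PEP in 50 mM imidazole pH 7.2, KCl, MgCl2; 1 h room temperature. ATP formed read by Kinase-Glo luminescence; normalized to uninhibited and no-enzyme controls.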
GALK inhibitor – qHTS Assay for Inhibitors of Human Galactokinase (GALK). P51570. Purified GALK, Kinase-Glo residual ATP luminescence. Potency, µM (series often up to 57.5 µM), for inactives: at the top dose activity change, negative = inhibition, actives largely listed as inhibitors. 0.007% of 270,000 active. AID 1868, 2009; note: potency is the fitted concentration of half-maximal effect
Target sequence (P51570 whole entry, looked up): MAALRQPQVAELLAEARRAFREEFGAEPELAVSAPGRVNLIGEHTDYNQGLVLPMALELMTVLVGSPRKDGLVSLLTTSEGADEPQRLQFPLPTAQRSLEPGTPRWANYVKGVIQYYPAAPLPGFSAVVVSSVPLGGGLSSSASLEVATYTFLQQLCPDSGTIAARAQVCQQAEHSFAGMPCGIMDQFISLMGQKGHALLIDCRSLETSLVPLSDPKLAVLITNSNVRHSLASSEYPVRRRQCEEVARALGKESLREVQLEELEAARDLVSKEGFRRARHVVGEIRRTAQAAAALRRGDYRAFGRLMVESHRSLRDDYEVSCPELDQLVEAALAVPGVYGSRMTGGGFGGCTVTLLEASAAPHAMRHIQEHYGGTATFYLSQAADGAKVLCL
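Human GALK (5 nM) with 35 uM ATP and 100 uM galactose in 20 mM HEPES pH 8.0, 5 mM MgCl2, 60 mM NaCl, 1 mM DTT, 0.01% BSA. After 1 h at room temperature, leftover ATP was read by Kinase-Glo Plus luminescence.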
USP2a block – qHTS Assay for Inhibitors of Ubiquitin-specific Protease USP2a Using CHOP2 as the Reporter; Potency, µM (top dose mostly 38.3 µM), without a hit: top-dose activity change, negative = inhibition, actives largely listed as inhibitors; USP2 core, Ub-CHOP2 coupled fluorogenic reporter, 485/531; Ubiquitin carboxyl-terminal hydrolase 2 (Homo sapiens), O75604; 0.01% of 330,000 active;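 note: potency is the fitted concentration of half-maximal effect; plate controls were DMSO wells for no effect and full inhibition by NEM control for full effect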
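USP2 core (10nM final) preincubated 30min RT with compound in 20mM Tris-HCl pH 8.0, 2mM CaCl2, 2mM beta-mercaptoethanol, 0.05% CHAPS; 25nM Ub-CHOP2 plus 25nM reporter substrate added, fluorescence (Ex485/Em531) read after 60min.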
Eya2 phos inh – qHTS Assay for Inhibitors of the Phosphatase Activity of Eya2. Protein phosphatase EYA2 (Homo sapiens), O00167. recombinant Eya2, OMFP fluorescence dephosphorylation (OMFP is methylfluorescein phosphate). Potency, µM (top dose mostly 76.9 µM), for the others: at the top dose activity, negative = inhibition, actives largely listed as inhibitors. 0.006% of 330,000 active. AID 488837, 2010; note: potency is the fitted concentration of half-maximal effect
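Eya2 protein (added as 0.2 uM solution) was preincubated with compound for 10 min at ambient temperature in 50 mM HEPES pH 7.5, 50 mM NaCl, 5 uM MgCl2, 0.05% BSA, 1 mM DTT. OMFP (added at 50 uM) then reacted 10 min; fluorescence read at 485/525 nm.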
B2AR arrestin – qHTS assay of beta-arrestin-biased ligands of beta2-adrenergic receptor; Beta-2 adrenergic receptor (Homo sapiens), P07550; beta-arrestin recruitment to beta2AR, cell-based reporter; Potency, µM (highest dose often 46.1 µM), inactives show at the highest dose activation, hits mostly activators; 0.02% of 330,000 active; AID 492947, 2010;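 note: potency is the fitted concentration of half-maximal effect; 0% = DMSO controls and full agonism = EC100 isoproterenol or metaproterenol; nearly all actives have a fitted effect of over 65% in size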
KCNH2 WT inh – qHTS for Inhibitors of KCHN2 3.1: Wildtype qHTS; Voltage-gated inwardly rectifying potassium channel KCNH2 (Homo sapiens), Q12809; U2OS, BacMam KCNH2, thallium flux FluxOr; hits give low values; activity change, % at 1.84 µM; 0.37% of 340,000 active; AID 720551, 2013;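 active = maximum activity change below -70%; inconclusive = maximum activity change between -70% and -50%; inactive = maximum activity change above -50%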
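U2OS cells were transduced with wild-type KCNH2 virus (2.03 x 10^8 / mL) for 4 h at room temperature, then cultured overnight at 37 C. Thallium flux was read with FluxOr dye. Rate constants were normalized to DMSO controls.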
Numbers without * were called inactive; ? = inconclusive; . = no result given; [ ] = remark or other dose. Unless noted, calls come from the whole dose curve; as a rule, active = well fitted curve in the direction sought with a large enough effect; inconclusive = small, poorly fitted or top-dose-only effect, or another doubt; inactive = no such curve, though single readings can be large; an effect the other way counts as inactive or inconclusive. Unless noted, % is set by controls: 0 for no effect and ±100 for the full control effect.

SMILES | uPA surface inh | BCR signal inh | Giardia killer | FBPA coupling cs | KCNH2 3.1 inh | PKM2 activator | GALK inhibitor | USP2a block | Eya2 phos inh | B2AR arrestin | KCNH2 WT inh
CCOc1cc(/C=C2/C(=N)N3C=CSC3=NC2=O)ccc1OCCCOc1ccccc1C | -4% | 5% | -11 | . | -9 | -1% | 0% | 1% | -1% | 0.3% | 2
N#CCSc1nc2c(c(=O)n1Cc1ccccc1)C1(CCCC1)Cc1ccccc1-2 | 17% | 29% | 7 | 0 | -4 | -6% | -2% | -1% | 4% | 0.0% | 0
COC(=O)c1cc2occc2n1Cc1nc(-c2ccccc2Cl)oc1C | -3% | 1% | 24 | -1 | -5 | 1% | . | -1% | -14% | -0.7% | 34
Cc1c(Nc2nc3ccccc3nc2NS(=O)(=O)c2ccccc2)c(=O)n(-c2ccccc2)n1C | 4% | 5% | 2 | 2 | 10 | 5% | -1% | 3% | 21%[15.4 µM] | -1.0% | -1
COc1ccc(-c2cc(C(=O)OC3CCOC3=O)c3ccccc3n2)cc1 (configuration not stated) | -6% | -1% | -15 | 1 | 4 | -4% | 1% | 0% | -8% | -0.2% | 7
COc1ccc(CCNC(=O)[C@H](C)NC(=O)N2CCn3c2nc2ccccc23)cc1OC | -3% | 0% | -10 | . | 3 | . | -4% | 0% | 13% | 0.0% | 7
C/C(=N\O)c1ccc2c3c([nH]c2c1)CCCC3 | 2% | 0% | 5 | -9 | 3 | -9% | 0% | 0% | 6% | 0.1% | 0
C=CCN(c1ccccc1)S(=O)(=O)c1cccc(C(=O)Nc2ccc(N3CCOCC3)cc2)c1 | -4% | -7% | 4 | . | 0 | . | . | 1% | -37% | 0.0% | -2
Cc1ccc(Cl)cc1N1CCN(Cc2cc3c(cc2O)CCC3)CC1 | 2% | ? | -27 | 0 | -14 | 0% | -2% | 5% | 18% | 0.1% | 2
CCN(CC)CCNC(=O)C(=O)Nc1cc2c3c(c1)CC(=O)N3CCC2 | -3% | 4% | -1 | -1 | 11 | . | 0% | 0% | 0% | -0.2% | -3
CCNC(=S)NNC(=O)CCn1cc(C)cn1 | -1% | 3% | 2 | 1 | 7 | 14% | 1% | 2% | 2% | 3.4% | -11
COc1cccc(C(=O)Nc2cc3c4c(c2)CC(=O)N4CCC3)c1 | -1% | ? | 3 | . | -6 | . | . | 1% | 5% | -1.4% | -8
NC(=O)C1(N2CCCCC2)CCN(C(=O)NC23CC4CC(CC(C4)C2)C3)CC1 | -5% | ? | 47[activator] | 1 | 3 | -4% | 2% | 2% | 6% | 0.1% | -15
Nc1nnn(CC(=O)N/N=C/c2cccc3ccccc23)n1 | -2% | -25% | -12 | -5 | 0 | -6% | 0% | 1% | 3% | -0.1% | -9
O=C(CSCc1ccc(Cl)cc1Cl)Nc1ccccc1C(=O)Nc1ccc(C(=O)O)cc1 | -6% | -6% | 1 | 1 | 2 | 0% | 15% | 1% | 12% | -0.1% | 4
NS(=O)(=O)c1ccc(NC(=O)CN2CCCN(S(=O)(=O)c3ccc(F)cc3)CC2)cc1 | -1% | 1% | 4 | 1 | -14 | 0% | -2% | 4% | -2% | 0.4% | -8
O=C(C1CCC(=O)N(C2CC2)C1)N1CCN(c2ccc(Cl)cc2)CC1 (configuration not stated) | -16% | 8% | 13 | . | 4 | 6% | -5% | 9% | 11% | -0.5% | 5
CSCCC(NC(=O)c1ccccc1)C(=O)NC1CC1 (configuration not stated) | . | -28% | 0 | 2 | 11 | -9% | 1% | 0% | -3% | -0.6% | -2
CC(C)c1onc(C(=O)NCc2ccc(Cl)cc2)c1[N+](=O)[O-] | 1% | 1% | -4 | 3 | 3 | -1% | 0% | 3% | -3% | -0.2% | 2
COc1ccc(-c2cc(C(=O)NCCCn3ccnc3)c3ccccc3n2)c(OC)c1 | -4% | 2% | -12 | 0 | -3 | 2% | 0% | -1% | -27% | -1.1% | 3
COc1ccc(OC)c(NC(=S)N2CCc3ccccc3C2)c1 | 11% | 2% | -8 | 0 | 3 | -2% | 2% | 0% | 5% | -1.1% | 1
CCCCNS(=O)(=O)c1ccc2nc(-c3cccnc3)cc(C(=O)NCCCOC)c2c1 | 0% | 6% | -7 | 0 | 13 | -1% | 0% | 3% | 8% | -0.2% | -11
Cc1cccc2cc(CN(C(=S)NCC(C)C)C3CCCC3)c(=O)[nH]c12 | -2% | 4% | -4 | 0 | 4 | 2% | -1% | 4% | -3% | 2.1% | -16
Clc1ccc(C[n+]2cc(-c3ccccc3)n3c2CCC3)cc1 | -2% | ? | 20 | 0 | 6 | 13% | 6% | 4% | 22% | 0.3% | -3
COCCn1nnnc1C(c1cc2cc(C)ccc2[nH]c1=O)N1CCCCCC1 (configuration not stated) | 3% | 0% | -7 | -8 | 24 | 1% | 0% | 0% | 6% | -0.1% | -5
CCC1=NN(C(=O)Cc2ccc([N+](=O)[O-])cc2)C(O)(c2ccc(Br)cc2)C1 (configuration not stated) | 2% | -1% | 14 | 1 | -14 | -10% | 1% | 1% | -4% | -0.7% | 3
O=C(NCCCN1CCN(c2ccc(F)cc2)CC1)Nc1ccc([N+](=O)[O-])cc1 | ? | 21% | -19 | 0 | -87* | -3% | -1% | -2% | -6% | -0.2% | -39
Cc1cccc(Cn2ccc(-c3ccc(Cl)cc3)c(C#N)c2=O)c1 | 1% | 8% | -2 | 5 | 2 | 2% | -1% | 1% | -20% | -1.0% | 3
COc1ccc(N2C(=O)C3CCCN3C2c2ccc(Cl)cc2)cc1 (configuration not stated) | 5% | 3% | -15 | -1 | -20 | 1% | 1% | 0% | 5% | -0.2% | -4
Cc1ccc(SC(=O)c2c(C)noc2-c2cc(C)on2)cc1 | -8% | ? | -4 | 0 | -5 | -4% | . | 4% | 3% | 0.1% | -3
COc1ccc2c(c1)CCc1cn[nH]c1-2 | 9% | 0% | -15 | -4 | -20 | . | 2% | 5% | 7% | -0.9% | -13
Cc1ccnc(NC(=O)c2ccoc2C)c1 | -3% | 1% | 16 | 1 | -3 | -62% | 11% | -2% | 3% | 0.3% | 5
Cc1ccc[n+](CC(=O)Nc2cccc(Cl)c2)c1 | 6% | 1% | -10 | 6 | 31 | -2% | 6% | 1% | 15% | -0.4% | -7
NS(=O)(=O)c1ccc(CCn2c(=S)[nH]c3ccc(F)cc3c2=O)cc1 | 11% | -1% | 6 | 0 | -5 | -28% | 8% | 0% | -2% | 0.2% | 8
O=C(O)[C@@H]1CSC2c3ccccc3C(=O)N21 (some centres not stated) | 5% | 0% | 0 | 5 | 8 | . | 4% | -2% | 0% | -0.2% | -1
CCOC(=O)c1c(NC(=O)C(C)Sc2cn(C)c3ccccc23)sc2c1CCC2 (configuration not stated) | 5% | -1% | 7 | -1 | -24 | 14% | . | 0% | 8% | -0.5% | -10
C=CCOC(=O)COc1ccc2c(C)c(CC)c(=O)oc2c1 | 4% | 11% | -5 | -1 | -3 | -2% | 1% | 1% | -9% | -0.1% | -6
CC(C)(C)c1ccc(C(=O)NCc2nnc(SCC(=O)N3CCCc4ccccc43)n2-c2ccccc2)cc1 | 0% | 10% | -16 | 2 | -7 | -6% | -3% | 6% | -5% | -1.0% | 34
CC(OC(=O)c1ccc(NS(=O)(=O)c2ccc3[nH]c(=O)[nH]c3c2)cc1)C(N)=O (configuration not stated) | -1% | -10% | 1 | 3 | 9 | . | 6% | 6% | -7% | -0.1% | -6
NC(=O)C1(N2CCCCC2)CCN(C(=S)Nc2ccc(S(N)(=O)=O)cc2)CC1 | 7% | 7% | 1 | -19 | 2 | -13% | 6% | -1% | -7% | -0.1% | -5

Structural class: the compounds so far containing a COOH group (2)
SMILES | uPA surface inh | BCR signal inh | Giardia killer | FBPA coupling cs | KCNH2 3.1 inh | PKM2 activator | GALK inhibitor | USP2a block | Eya2 phos inh | B2AR arrestin | KCNH2 WT inh
O=C(CSCc1ccc(Cl)cc1Cl)Nc1ccccc1C(=O)Nc1ccc(C(=O)O)cc1 | -6% | -6% | 1 | 1 | 2 | 0% | 15% | 1% | 12% | -0.1% | 4
O=C(O)[C@@H]1CSC2c3ccccc3C(=O)N21 (some centres not stated) | 5% | 0% | 0 | 5 | 8 | . | 4% | -2% | 0% | -0.2% | -1

Assay outcomes as filed in PubChem.
